Bioassay records deposited in PubChem by Southern Research Specialized Biocontainment Screening Center.
UTI89 phage lysis: protection from phage-mediated lysis, alamar blue read-out – E. coli UTI89, K1F phage, bacterial capsule biogenesis inhibitors (AID 488966) | inhibition, % at 100 µM; hits with a dose series show IC50 in µM | E. coli UTI89 K1F phage lysis, alamar blue, 2 h; higher % means a stronger effect | actives 0.02% (n = 340,000);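 active = phage lysis inhibition, versus mean bacterial control, above a set limit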;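 also: capsule biogenesis inhibitors block K1F phage lysis so surviving cells raise fluorescence; higher fluorescence means more inhibition of phage lysis; actives were called in the ten point dose series up to 300 µM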
* hit, by the source's call; [ ] = another dose, or the depositor's remark.

How did CCOc1ccccc1CNC(=O)c1nn(C)c2c1CS(=O)(=O)c1ccccc1-2 do in these assays?
UTI89 phage lysis: 1.1%

Results for CC(C)Oc1ccc(CNC(=O)C2CCN(C(=O)N3CCOc4ccccc43)CC2)cc1 ?
UTI89 phage lysis: 2.1%

How did C[C@@H](C(=O)Nc1ccc2ccccc2c1)[C@@H]1C[C@@]1(C)[C@@H](NC(=O)OCc1ccccc1)c1ccccc1 do in these assays?
UTI89 phage lysis: 0.8%

How did COc1ccc2c(c1)OC[C@H]1[C@H]2N2C(=O)CN(Cc3ccccc3)C(=O)[C@@]2(C)[C@H]1c1ccccc1 do in these assays?
UTI89 phage lysis: 2.6%

How did CCc1ccc(C(=O)N2CCCN(C)CC2)s1 do in these assays?
UTI89 phage lysis: 0.1%

How did O=C(/C=C/c1ccc([N+](=O)[O-])cc1)Nc1cccc(C(=O)Nc2ccccc2C(=O)O)c1 do in these assays?
UTI89 phage lysis: -0.2%

Results for Cc1ccccc1OCC(=O)Nc1ccc2[nH]ncc2c1 ?
UTI89 phage lysis: -1.7%

Results for C=CCNC(=O)N1CCc2[nH]c3ccc(F)cc3c2C1 ?
UTI89 phage lysis: 0.1%

What do the screens show for `COc1ccc(S(=O)(=O)N(C)C[C@H]2Oc3ccc(NC(=O)NC4CCCCC4)cc3C(=O)N([C@H](C)CO)C[C@@H]2C)cc1`?
UTI89 phage lysis: 3.4%

How did CCOc1ccc(N2CC(NC(=O)c3cccc4ccccc34)CC2=O)cc1 (stereo not given) do in these assays?
UTI89 phage lysis: 1.1%[50 µM]

Results for Cc1cccc([C@H]2[C@@H]3C=CCC[C@@H]3C(=O)N2Cc2ccccc2)c1 ?
UTI89 phage lysis: -0.2%

How did O=C(CCOc1ccccc1)Nc1ccnn1C1CCN(CCc2ccccc2)CC1 do in these assays?
UTI89 phage lysis: 0.0%

How did CCCCN1C(=N)N([C@@H](CCC)CN2CCC[C@H]2CN2C(N)=NC[C@H]2CC(C)C)C[C@H]1Cc1ccccc1 do in these assays?
UTI89 phage lysis: 0.7%

What do the screens show for `CC(C)CCC(CCNCc1ccccn1)c1ccc(Cl)cc1` (stereo not given)?
UTI89 phage lysis: 0.7%

What do the screens show for `O=C(NCc1cccs1)C1CC(=O)N(Cc2ccccc2)C1` (stereo not given)?
UTI89 phage lysis: -1.0%

Results for CC(C)(C)OC(=O)NNc1c2ccccc2nc2ccccc12 ?
UTI89 phage lysis: 0.4%

Results for CCCn1nc(C(=O)NNC(=O)c2cccc(C)c2)c2ccccc2c1=O ?
UTI89 phage lysis: 2.4%

Results for CCOC(=O)c1c(C)[nH]c(C)c1C(=O)COC(=O)c1sccc1C ?
UTI89 phage lysis: 0.4%[50 µM]

How did COc1cccc(CN2CCC(Oc3ccc(C(=O)N4CCCCC4)cc3)CC2)c1 do in these assays?
UTI89 phage lysis: 1.8%[50 µM]

What do the screens show for `COc1cc(S(=O)(=O)NC2CCCC2)c(OC)cc1C`?
UTI89 phage lysis: 0.1%

How did O=C(COc1ccccc1Br)N1CCN(C(=O)c2cccs2)CC1 do in these assays?
UTI89 phage lysis: 0.7%[50 µM]

How did COc1ccc(-c2nnc(NC(=O)c3ccc(S(=O)(=O)N(C)CC4CCCO4)cc3)o2)c(OC)c1 (stereo not given) do in these assays?
UTI89 phage lysis: -0.1%

How did CC(=O)C1CCC2C3CCC4=CC(=O)C=CC4(C)C3CCC12C (stereo not given) do in these assays?
UTI89 phage lysis: -0.8%

Results for COc1cccc(CC(=O)OCC(=O)Nc2c(C)nn(-c3ccccc3)c2C)c1 ?
UTI89 phage lysis: 1.3%[50 µM]

How did COc1ccc(C(=O)OC2CCCCC2CN(C)C)cc1 (stereo not given) do in these assays?
UTI89 phage lysis: 0.1%

What do the screens show for `COc1cc(/C=N/NC(=O)Cc2ccccc2)cc(OC)c1OC`?
UTI89 phage lysis: 0.2%

How did CC(=O)c1ccc(N2CCN(C(=O)c3ccc(Cl)c(S(=O)(=O)NC4CC4)c3)CC2)c(F)c1 do in these assays?
UTI89 phage lysis: 0.8%[50 µM]

Results for OCC[C@@H]1C[C@H](O)[C@@H](O)[C@]2(Cc3ccccc3O2)O1 ?
UTI89 phage lysis: 1.1%

How did COc1ccc(NC(=O)CN(C)C(=O)CSc2ccc3c(c2)OCCO3)cc1 do in these assays?
UTI89 phage lysis: 2.5%[50 µM]

What do the screens show for `O=C1NC[C@H](Cc2ccccc2)N(CC2CCN(CCCCc3ccccc3)CC2)C1=O`?
UTI89 phage lysis: 0.1%

What do the screens show for `O=C(N/N=C/c1ccccc1Cl)c1ccncc1`?
UTI89 phage lysis: 0.7%

What do the screens show for `O=S(=O)(NCc1ccccc1)[C@@H]1CC2C=CC1C2` (stereo not given in full)?
UTI89 phage lysis: 2.0%

How did CCN(C[C@H]1N[C@@](CC)(C(=O)OC)[C@H]2C(=O)N(C)C(=O)[C@@H]12)C(=O)COC do in these assays?
UTI89 phage lysis: 0.3%

How did CCc1ccccc1NC(=O)C1CCN(C(=O)c2cccs2)CC1 do in these assays?
UTI89 phage lysis: 0.5%

Results for CCCCc1cc(=O)oc2c(C)c(OCC(=O)NCC3CCC(C(=O)O)CC3)ccc12 (stereo not given) ?
UTI89 phage lysis: 7.5%

How did Cc1ccc(NC(=O)c2ccccc2N2C(=O)C3C4C=CC(C5CC45)C3C2=O)cc1C (stereo not given) do in these assays?
UTI89 phage lysis: 0.1%

Results for CC1CN(C(=O)CCC(=O)NCc2cccnc2)c2ccccc2O1 (stereo not given) ?
UTI89 phage lysis: 6.3%

How did O=[N+]([O-])c1ccc(S(=O)(=O)Nc2ncccn2)cc1 do in these assays?
UTI89 phage lysis: 0.8%

How did CN(CC(=O)Nc1ccc(F)cc1)C(=O)Cn1c(=O)oc2ccccc21 do in these assays?
UTI89 phage lysis: 0.9%[50 µM]

How did COc1ccccc1N1CCN(/N=C/c2cc(OC)c(OC(C)=O)c(OC)c2)CC1 do in these assays?
UTI89 phage lysis: 0.3%

Results for CC1CN(c2ccc([N+](=O)[O-])cc2F)CCN1C(=O)c1ccco1 (stereo not given) ?
UTI89 phage lysis: -0.2%

What do the screens show for `Cc1ccccc1NC(=O)c1cccc(C(=O)Nc2ccccc2C)n1`?
UTI89 phage lysis: 0.3%

How did CSc1cccc(NC(=O)c2ccc(CN3CCc4ccccc4C3)cc2)c1 do in these assays?
UTI89 phage lysis: -0.4%[50 µM]

What do the screens show for `O=C(Nc1ccc(NC(=O)C2CC2)cc1)c1cccs1`?
UTI89 phage lysis: -0.7%[50 µM]

How did Cc1cc(C(F)(F)F)nc(CCNC(=O)C2CCC(=O)N(Cc3cccc(F)c3)C2)n1 (stereo not given) do in these assays?
UTI89 phage lysis: 1.6%[50 µM]

Brought forward from above: four entries, followed by the next part.
What do the screens show for `Cc1ccccc1NC(=O)c1cccc(C(=O)Nc2ccccc2C)n1`?
UTI89 phage lysis: 0.3%

How did CSc1cccc(NC(=O)c2ccc(CN3CCc4ccccc4C3)cc2)c1 do in these assays?
UTI89 phage lysis: -0.4%[50 µM]

What do the screens show for `O=C(Nc1ccc(NC(=O)C2CC2)cc1)c1cccs1`?
UTI89 phage lysis: -0.7%[50 µM]

How did Cc1cc(C(F)(F)F)nc(CCNC(=O)C2CCC(=O)N(Cc3cccc(F)c3)C2)n1 (stereo not given) do in these assays?
UTI89 phage lysis: 1.6%[50 µM]

What do the screens show for `O=C(O)Cn1c2ccccc2c2n[nH]c(=S)nc21`?
UTI89 phage lysis: -0.1%

How did Cc1ccc(NC(=O)CSC(C)c2nc3ccccc3c(=O)[nH]2)cc1 (stereo not given) do in these assays?
UTI89 phage lysis: 0.0%

Results for CN(CCO)c1ccc(C(C(=O)c2ccccc2)c2ccc(N(C)CCO)cc2)cc1 ?
UTI89 phage lysis: 2.1%

How did O=C(Cn1nc(C(=O)O)c2ccccc2c1=O)Nc1ccc(F)cc1 do in these assays?
UTI89 phage lysis: 0.4%

What do the screens show for `COc1ccc(CNC(=O)CN2C(=O)NC(C)(c3cccc4ccccc34)C2=O)cc1OC` (stereo not given)?
UTI89 phage lysis: 0.6%

Results for Cc1ccc(N2C(=O)N(CC(=O)Nc3ccccc3C)C(=O)C2C)cc1 (stereo not given) ?
UTI89 phage lysis: 1.5%[50 µM]

How did O=C(CSc1ncnc2c1oc1ccccc12)NC1CCCC1 do in these assays?
UTI89 phage lysis: 0.7%[50 µM]

Results for COc1ccc(CCNC(=O)c2ccc3nc(N4CCCCC4)sc3c2)cc1OC ?
UTI89 phage lysis: -0.6%

Results for CCOC(=O)C1=CNS(=O)(=O)NC1c1ccc(Br)cc1F (stereo not given) ?
UTI89 phage lysis: 0.1%

What do the screens show for `COc1cccc(CNc2ncc(-c3ccccc3)n2C)c1`?
UTI89 phage lysis: -0.2%

What do the screens show for `Cc1cc(Br)ccc1NC(=O)CN(C)C(=O)c1ccc(-n2cncn2)c([N+](=O)[O-])c1`?
UTI89 phage lysis: -0.2%[50 µM]

What do the screens show for `O=C(NCCc1ccccc1F)C1CCC(=O)N(Cc2ccccc2F)C1` (stereo not given)?
UTI89 phage lysis: 0.1%

How did COCCCNC(=S)N(CCCO)Cc1cc2cc3c(cc2[nH]c1=O)OCCO3 do in these assays?
UTI89 phage lysis: 1.9%

How did CCN(CC)C(CNC(=O)c1cc(=O)[nH]c2ccccc12)c1ccccc1Cl (stereo not given) do in these assays?
UTI89 phage lysis: 0.4%

Results for Cc1cc(C)cc(NC(=O)CN2C(=O)c3ccccc3C2=O)c1 ?
UTI89 phage lysis: 0.3%

The last 7 records of the part before open the next one.
Results for CCOC(=O)C1=CNS(=O)(=O)NC1c1ccc(Br)cc1F (stereo not given) ?
UTI89 phage lysis: 0.1%

What do the screens show for `COc1cccc(CNc2ncc(-c3ccccc3)n2C)c1`?
UTI89 phage lysis: -0.2%

What do the screens show for `Cc1cc(Br)ccc1NC(=O)CN(C)C(=O)c1ccc(-n2cncn2)c([N+](=O)[O-])c1`?
UTI89 phage lysis: -0.2%[50 µM]

What do the screens show for `O=C(NCCc1ccccc1F)C1CCC(=O)N(Cc2ccccc2F)C1` (stereo not given)?
UTI89 phage lysis: 0.1%

How did COCCCNC(=S)N(CCCO)Cc1cc2cc3c(cc2[nH]c1=O)OCCO3 do in these assays?
UTI89 phage lysis: 1.9%

How did CCN(CC)C(CNC(=O)c1cc(=O)[nH]c2ccccc12)c1ccccc1Cl (stereo not given) do in these assays?
UTI89 phage lysis: 0.4%

Results for Cc1cc(C)cc(NC(=O)CN2C(=O)c3ccccc3C2=O)c1 ?
UTI89 phage lysis: 0.3%

What do the screens show for `O=C(CC12CC3CC(CC(C3)C1)C2)NCc1ccccc1`?
UTI89 phage lysis: 0.0%

Results for CCN(C[C@H]1N[C@@](Cc2ccccc2)(C(=O)OC)[C@H]2C(=O)N(Cc3ccccc3)C(=O)[C@@H]12)C(=O)Nc1ccc(F)cc1 ?
UTI89 phage lysis: -0.1%

What do the screens show for `O=C(CSc1ccc2nc(-c3ccccc3)cn2n1)NCC1CCCO1` (stereo not given)?
UTI89 phage lysis: 0.1%

How did O=C(NCc1ccccc1)C1CCCN(S(=O)(=O)c2ccc(F)cc2)C1 (stereo not given) do in these assays?
UTI89 phage lysis: 0.0%[50 µM]

How did CCc1nnc(NS(=O)(=O)c2ccc(NC(=O)c3cc(Cl)ccc3OC)cc2)s1 do in these assays?
UTI89 phage lysis: 0.0%

What do the screens show for `COC(=O)C1CCN(C(=O)COC(=O)CNC(=O)c2ccc(Cl)cc2Cl)CC1`?
UTI89 phage lysis: 0.2%[50 µM]

What do the screens show for `COc1ccccc1CNc1ccc2c(c1)CCC2`?
UTI89 phage lysis: 0.2%

What do the screens show for `COc1ccc(/C=C/c2ccc3cccc(O)c3n2)cc1Br`?
UTI89 phage lysis: 0.1%

What do the screens show for `O=C(CN1C(=O)NC2(CCCC2)C1=O)Nc1nc2ccccc2s1`?
UTI89 phage lysis: 0.2%[50 µM]

What do the screens show for `COc1ccc(NC(=O)C(=O)NNC(=O)COc2ccc(Cl)cc2)c(OC)c1`?
UTI89 phage lysis: 1.1%

How did O=C(CC1C(=O)NCCN1Cc1cccc(C(F)(F)F)c1)NC1CCOCC1 (stereo not given) do in these assays?
UTI89 phage lysis: 1.3%[50 µM]

How did Cc1ccccc1-c1cc(C(=O)NCc2cccc(C(F)(F)F)c2)n(CC2CC(c3cccnc3)=NO2)n1 (stereo not given) do in these assays?
UTI89 phage lysis: 0.1%

How did COC(=O)c1cc(OC)c(OC)cc1NC(=S)NC(=O)c1ccco1 do in these assays?
UTI89 phage lysis: 0.1%

How did COCCNC(=O)CCC1CCN(Cc2cccc(-c3ccc(C)o3)c2)CC1 do in these assays?
UTI89 phage lysis: 0.0%

How did Cc1ccccc1C(OCC(O)CN1CCN(CCO)CC1)c1ccccc1 (stereo not given) do in these assays?
UTI89 phage lysis: 0.3%

Results for COCCn1c(C)cc(C(=O)CN2C(=O)NC3(CCCCCC3)C2=O)c1C ?
UTI89 phage lysis: 0.3%[50 µM]

Results for Cc1cc(C)c2nc(SCC(=O)Nc3cc(C)on3)c(C)cc2c1 ?
UTI89 phage lysis: 0.3%

Results for CC(C(=O)NCCc1ccc(S(N)(=O)=O)cc1)N1C(=O)CC(C)(C)Sc2ccccc21 (stereo not given) ?
UTI89 phage lysis: 0.3%

Results for Cc1ccc(NC(=O)C2CC(O)CN2C(=O)Oc2ccccc2)c(C)c1 (stereo not given) ?
UTI89 phage lysis: 0.6%

How did COCCn1nnnc1C(c1ccccc1)N1CCN(C(=O)c2ccco2)CC1 (stereo not given) do in these assays?
UTI89 phage lysis: 0.9%

Results for C[C@H](O)Cc1cc2ccccc2c(=O)o1 ?
UTI89 phage lysis: 1.6%

How did COc1ccccc1C(C)NC(=O)CN(C)CC(=O)Nc1c(C)cccc1C (stereo not given) do in these assays?
UTI89 phage lysis: 0.4%[50 µM]

An excerpt; the hit share may differ from the screen's.
